# High-throughput results (PubChem)
# NR2E3 ag-1: human photoreceptor-specific nuclear receptor agonism | inhibition of corepressor binding, % at 3.98 µM | CHO-S Gal4-NCOR/VP16-NR2E3 two-hybrid, luciferase | AID 602229 | Q9Y5X4 | actives 0.35% (n = 360,000);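 active = inhibition above the mean of all tested compounds plus 3 SD, cut at about 70% in these data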;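 note: 0% = DMSO with NR2E3 transfected cells and 100% = cells lacking NR2E3 construct; higher means lower luciferase signal from less NR2E3 corepressor binding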
# Target sequence (Q9Y5X4 whole entry, looked up, the tested form may be a part): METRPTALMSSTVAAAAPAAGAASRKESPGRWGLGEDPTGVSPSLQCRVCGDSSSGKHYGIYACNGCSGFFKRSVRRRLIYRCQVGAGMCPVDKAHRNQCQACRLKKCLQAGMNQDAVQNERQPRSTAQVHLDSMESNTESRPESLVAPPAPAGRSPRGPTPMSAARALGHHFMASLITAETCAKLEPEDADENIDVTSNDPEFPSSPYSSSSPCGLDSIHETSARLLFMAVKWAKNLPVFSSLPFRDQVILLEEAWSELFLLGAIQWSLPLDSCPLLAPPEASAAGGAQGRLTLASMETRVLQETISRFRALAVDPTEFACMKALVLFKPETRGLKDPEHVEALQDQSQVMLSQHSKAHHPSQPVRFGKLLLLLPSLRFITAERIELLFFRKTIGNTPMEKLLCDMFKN
# aDG glyco up: alpha-DG glycosylation activation; Pro5-aDG cells, alpha-DG glycosylation AlphaScreen (IIH6); 0% Pro5, 100% B10-LARGE cell signal; actives 0.22% (n = 360,000); activation, % at 10 µM;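 active = activation of at least 8% versus controls, or a plate z-score of at least 8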;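 note: Pro5 are CHO cells carrying HIG-tagged alpha-DG that lacks glycosylation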
# hiPSC survival: enhancers of human iPSC single-cell survival | hiPSC single-cell survival, ATPlite luminescence; 100% = ROCK inhibitor wells, 0% = DMSO | survival enhancement, % at 20 µM | actives 0.044% (n = 360,000) | AID 602274; in the data active = survival enhancement above about 18%;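 note: cells exposed to compounds for 16 hours before the ATP read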
# NR2E3 ag-2: activates human photoreceptor nuclear receptor NR2E3; actives 0.12% (n = 320,000); GST-NR2E3/biotin-RetCOR TR-FRET, 1536-well; Q9Y5X4; AID 2300; inhibition of corepressor binding, % at 4.78 µM;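 active = percent inhibition above the cutoff of mean plus 3 SD of all tested compounds, set per screening campaign, cut at about 20% in these data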;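 note: 0% = DMSO wells and 100% = biotin wells as full block of FRET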
#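 Material: NR2E3–RetCOR corepressor complex | Quantity: 1.35 nM GST-tagged NR2E3 final | Schedule: 5 h at 4 °C | Replication: Singlicate compound wells | Reagent: RetCOR corepressor, biotinylated, 7 nM | Controls: Biotin wells as high control, 0.6% DMSO wells as low control | Signal: TR-FRET, Eu(K)-anti-GST donor, streptavidin-D2 acceptor, ex 340, em 617/671 nm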
# MITF TRPM1 inh: inhibitors of MITF-driven TRPM1 promoter in melanoma cells; SK-MEL-5 TRPM1 promoter luciferase, 24 h; inhibition, % at 12.5 µM; actives 0.83% (n = 330,000); AID 488899;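 active = mean inhibition across replicates of 60% or more, whatever share of single replicates reaches that level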; note: values of inactives mirror those of a sister screen read the other way
# PDI inh: blocks human protein disulfide isomerase activity | P07237 | PDI insulin aggregation turbidity, A650, 90 min | inhibition, % at 10 µM | actives 0.052% (n = 350,000);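 active = mean inhibition across replicates of 30% or more, whatever share of single replicates reach that level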;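 note: absorbance from insulin aggregation driven by PDI reduction with DTT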
# Target sequence (P07237 whole entry, looked up): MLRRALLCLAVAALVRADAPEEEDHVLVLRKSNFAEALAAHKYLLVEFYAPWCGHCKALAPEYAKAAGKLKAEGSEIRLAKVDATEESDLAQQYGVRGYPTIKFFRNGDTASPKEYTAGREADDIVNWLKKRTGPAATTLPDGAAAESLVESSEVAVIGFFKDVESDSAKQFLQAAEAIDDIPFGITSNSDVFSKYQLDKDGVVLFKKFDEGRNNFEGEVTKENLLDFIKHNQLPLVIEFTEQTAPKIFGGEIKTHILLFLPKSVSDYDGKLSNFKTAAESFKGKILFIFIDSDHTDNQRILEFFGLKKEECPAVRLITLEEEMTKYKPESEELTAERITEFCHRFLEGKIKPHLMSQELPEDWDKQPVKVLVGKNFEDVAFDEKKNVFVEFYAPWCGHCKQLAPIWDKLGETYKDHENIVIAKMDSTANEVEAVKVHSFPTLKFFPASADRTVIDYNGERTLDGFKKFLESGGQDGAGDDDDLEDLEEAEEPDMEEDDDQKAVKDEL
# CaV13 FRET inh: Primary screen for inhibitors of IQ motif and Ca2+-dependent inactivation inhibitor domain binding in CACNA1D, Förster resonance energy transfer in living cells, …. AID 743397. actives 0.098% (n = 340,000). inhibition, % at 12.3 µM. HEK cells, CFP/YFP FRET ICDI-IQ, plate reader, 10 min; percent FRET-ratio fall versus neutral wells;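 active = mean replicate inhibition of at least 30% and at least 1% of replicates passing that level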;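 note: 0% = median of the neutral control wells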
# Exocytosis inh: lytic granule exocytosis inhibition | TALL-104 LAMP-1 surface exposure, flow cytometry; cells stimulated with thapsigargin and PMA | inhibition, % at 10 µM | actives 0.66% (n = 360,000) | AID 651702;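 active = inhibition above about 55%, limit read from the data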
# HIF-2a block: blocks HIF-2a reporter activity; 786-0 RCC cells HIF-2a reporter, luciferase luminescence, overnight; inhibition, % at 18.8 µM; actives 0.72% (n = 360,000); AID 624352;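 active = inhibition of the luminescence signal of 40% or more relative to plate controls, in a single-dose primary screen at 18.75 µM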
# Vif imaging: inhibitors of HIV Vif. inhibition, % at 7.49 µM. HEK293T cells, Vif self-association by quenched fluorescence, imaging, 24 h. actives 0.35% (n = 340,000); in the data active = inhibition above about 50%, passing the limit was not always enough; note: some results filed as inactive read as strong as hits
# Peg3 prom inh: Peg3 promoter activity inhibition; HeLa PEG-Prom luciferase reporter, luminescence, overnight; inhibition, % at 20 µM; actives 1.7% (n = 360,000); AID 588405;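 active = inhibition of at least 50% at 20 µM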
# Active calls of the source: *; / = not tested or not shown; & = joins results of further samples.
SMILES,NR2E3 ag-1,aDG glyco up,hiPSC survival,NR2E3 ag-2,MITF TRPM1 inh,PDI inh,CaV13 FRET inh,Exocytosis inh,HIF-2a block,Vif imaging,Peg3 prom inh
O=C(c1ccc(Br)o1)N1CCN(c2ccccn2)CC1,21.9,0.0,0.4,-0.4,-9.7,-12.3,-5.7,-1.6,-19.4,6.7,1.9
Cn1c(=O)c2c(nc(N3CCCC3)n2CC(O)CO)n(C)c1=O (configuration not stated),-2.7,-0.2,-1.3,-2.5,-1.7,19.6,-5.0,2.4,20.6,0.1,-2.7
Cc1cc(C)n(CC(C)(O)c2ccccc2)n1 (configuration not stated),-33.4,-0.1,0.9,3.2,-7.1,1.1,-7.2,-0.5,0.5,3.2,-3.2
Cc1cc(/C=C2\C(=N)N3C(SCc4ccccc4)=NSC3=NC2=O)c(C)n1Cc1ccccc1,-37.5,0.1,-1.0,2.4,-10.2,7.9,-9.1,-1.2,-15.5,93.4*,9.8
N#CC(C#N)=Cc1cnc(N2CCN(c3ccccc3)CC2)s1,-25.2,0.2,0.2,7.4,-6.6,-7.0,-6.7,-2.1,-15.8,0.1,-18.8
C[C@H](O)[C@@H]1C(=O)N2CCc3c([nH]c4ccccc34)[C@@H]2C[C@@H]1N(C)C(=O)NC1CCCCC1,-42.9,-0.1,-3.6,/,/,3.9,-6.4,-2.5,-38.2,-4.0,-58.6
NS(=O)(=O)c1ccc(NC(=S)NC(=O)c2cccnc2)cc1,-15.4,0.4,0.4,6.4,-9.8,0.9,-4.8,-0.3,16.7,-4.2,11.3
O=[N+]([O-])c1ccc(S(=O)(=O)NCC2CC3CCC2C3)cc1 (configuration not stated),-8.1,0.2,3.7,1.7,1.4,-1.8,-5.2,-1.7,-0.2,2.7,17.9
Cn1c(=O)c2nc(NCc3ccccc3)sc2n(C)c1=O,-18.2,-0.1,-1.3,/,15.6,-32.6,-14.3,0.0,-1.3,-10.1,-1.2
CCc1cc(=O)[nH]c(-n2[nH]c(-c3ccccc3)cc2=O)n1,-18.6,-0.3,1.5,6.5,3.5,2.6,-9.8,3.1,7.0,9.6,-1.2
CCCCNC(=O)Nc1cc(C(=O)OC)ccc1C,-9.9,-0.1,-0.9,1.1,-5.0,-5.8,/,2.8,-0.5,7.7,18.6
O=C(/C=C/c1cccs1)Nc1ccncc1,-3.1,0.3,1.6,0.3,-37.7,12.3,-3.2,-0.5,-171.4,-4.9,-176.6
N#CCCn1c(SCC(=O)c2c[nH]c3ccccc23)nc2ccccc21,-4.6,0.2,-1.5,1.3,11.0,10.5,0.6,0.4,10.4,-0.9,16.8
COc1ccccc1N1CCN(C(=O)c2c(C)cc(=O)oc2C)CC1,0.0,0.0,-0.9,-2.0,6.4,-4.6,-6.2,-1.9,15.2,17.9,11.2
CCOC(=O)c1cnc2nc(NCc3ccc(OC)c(OC)c3)[nH]n2c1=O,13.3,0.3,-1.8,1.2,-3.8,5.9,-1.3,0.3,9.7,-8.3,-0.9
CCOC(=O)C(=O)N(C)c1c(CC)nc2c(OCCC3CCCCC3)cccn12,20.7,0.3,-1.6,/,/,-2.8,-5.6,-16.6,10.3,-1.7,16.2
Oc1ccc(Cl)cc1C1=NCCNC(C(F)(F)C(F)F)=C1,10.6,-0.1,-0.5,-2.0,-7.1,13.1,-6.6,-1.6,25.4,-12.1,26.5
O=C(CCCCCN1C(=O)CCC1=O)NCc1ccccc1,-8.2,0.0,2.0,-1.8,-16.9,-9.0,-0.4,-1.5,9.8,3.7,1.9
CC1=C(c2ccccc2)C(O)(c2ccccc2)C(C)C1=O (configuration not stated),-25.8,0.3,1.8,/,19.3,-7.0,-6.3,0.8,16.0,-3.6,35.9
CC(C)CN1C(=O)C(=O)N(CC(=O)NC(C)CCc2ccccc2)C1=O (configuration not stated),5.8,0.3,1.1,/,-4.7,-3.1,-6.0,4.6,7.9,-3.8,17.0
O=C(C[n+]1cc2ccccc2c2ccccc21)c1ccccc1,-21.5,0.0,-2.6,2.8,-1.0,5.1,/,-5.6,-72.5,0.2,-26.4
O=C(CCS(=O)(=O)c1ccc2c(c1)NC(=O)CS2)NCCc1ccccc1,6.5,0.0,-0.5,-1.6,2.9,-8.9,-2.7,-17.8,-3.5,0.3,-3.4
O=S(=O)(N=C1C=CC(=NS(=O)(=O)c2ccccc2)c2ccccc21)c1ccccc1,27.8,0.9,-3.4,/,/,-10.0,-7.4,24.1,20.1,3.0,17.1
C/C(=N/N1CCN(Cc2cccc3ccccc23)CC1)c1cccnc1,25.6,-0.3,0.9,6.6,-2.7,0.7,-2.8,1.0,19.4,3.4,22.3
O=C(NCCn1cccn1)C1CCC(=O)N(CCc2ccccc2)C1 (configuration not stated),-9.1,0.0,0.5,0.3,2.8,0.7,-2.5,12.7,11.4,4.7,0.7

# Reprinted from the part before: 2 entries, followed by the next part.
SMILES,NR2E3 ag-1,aDG glyco up,hiPSC survival,NR2E3 ag-2,MITF TRPM1 inh,PDI inh,CaV13 FRET inh,Exocytosis inh,HIF-2a block,Vif imaging,Peg3 prom inh
C/C(=N/N1CCN(Cc2cccc3ccccc23)CC1)c1cccnc1,25.6,-0.3,0.9,6.6,-2.7,0.7,-2.8,1.0,19.4,3.4,22.3
O=C(NCCn1cccn1)C1CCC(=O)N(CCc2ccccc2)C1 (configuration not stated),-9.1,0.0,0.5,0.3,2.8,0.7,-2.5,12.7,11.4,4.7,0.7
CCCCNc1c([N+](=O)[O-])cc(C)cc1[N+](=O)[O-],8.3,-0.1,0.3,0.1,-10.6,-5.8,-7.7,-3.8,-12.1,4.7,1.0
O=C(COC(=O)c1cc(=O)[nH]c(=O)[nH]1)Nc1cccc(S(=O)(=O)N2CCOCC2)c1,-19.4,0.0,0.7,0.1,0.6,-0.2,-4.9,-2.9,11.5,-4.0,10.7
Cc1cccc(NC(=S)N2CCC(NC(=O)C3CCCCC3)CC2)c1,-6.9,0.0,-0.2,5.2,-7.9,-2.0,-3.8,-13.0,11.1,-0.1,-7.0
CCOc1ccc(S(=O)(=O)NCc2ccncc2)cc1NC(=O)c1ccccc1,4.3,1.4,-0.4,-5.0,25.2,-7.7,-1.8,-1.1,1.4,2.4,13.9
C=C(C)CN=CC1(C)CCC(C)=CO1 (configuration not stated),17.8,0.5,0.2,/,-4.3,9.3,-5.4,-2.7,0.0,-3.2,-11.8
CSc1cccc(NC(=S)N(Cc2ccc(C)cc2)Cc2ccccn2)c1,-3.6,-0.1,1.5,1.7,7.4,-8.0,-6.6,0.8,18.2,5.6,10.5
CCCOc1ccc(CNC(=O)Cn2c(=O)oc3ccccc32)cc1,9.2,0.0,0.0,0.3,-12.4,-0.3,-7.4,-3.6,-4.4,-1.0,9.2
Cc1onc(-c2ccccc2Cl)c1C(=O)NCCCc1ccccc1,13.9,-0.3,0.4,3.6,5.9,-3.0,-3.8,7.1,10.8,/,17.1
Cc1cccc(NC(=O)c2oc(=O)c3ccccc3c2-c2ccccc2)c1C,9.6,0.1,3.8,-3.2,15.1,0.9,-10.0,-2.0,31.9,-0.1,20.3
CC(=O)c1cccc(Nc2nc(=O)c3cccnc3s2)c1,-2.0,-0.2,0.2,2.3,-30.0,2.0,-4.2,0.9,-106.3,5.1,-60.4
C=CCN=c1scc(-c2ccccc2)n1/N=C/c1ccccn1,-176.0&-198.5,1.8&1.2,-3.3&-2.4,-1.2,-44.4&-16.4,-5.3&-1.9,-11.3&-24.7,1.9&52.7,-246.7,-4.7&-8.0,-329.2
COc1ccccc1C(=O)Nc1ccc(CN2CCCCC2)cc1,-15.4,-0.2,-0.5,-0.3,-3.0,7.4,-3.8,-1.9,-31.6,-2.6,-7.6
COc1cc(NCc2ccccc2)c2ncn(C(C)C)c2c1,-34.7,0.1,-3.5,0.7,12.9,-2.1,-5.2,-6.1,-4.7,-13.1,6.9
O=C(Nc1ccccc1N1CCN(C(=O)c2ccc(Cl)cc2)CC1)c1ccc(Br)cc1,-36.2,0.8,-1.0,0.0,-5.4,-4.4,-5.0,-2.7,8.2,-12.0,-0.4
CC(C)N(Cc1ccccc1)C(=O)CSc1nccn1C,-16.0,0.1,1.0,2.2,-4.9,-6.5,4.7,-3.2,9.4,3.0,9.1
CC1CC(OC(=O)c2ccccc2C(=O)c2ccc(Cl)cc2)C(=O)O1 (configuration not stated),-25.0,-0.1,0.8,/,15.2,-2.0,-9.3,-0.2,-0.5,8.3,3.1
CC(C)(C)NC(=O)CCn1nc(-c2ccc(Cl)cc2)c2ccccc2c1=O,-42.3,0.3,-0.2,1.5,4.0,3.1,/,-3.7,11.5,-1.0,2.0
Cc1ccnc2nc(C(=O)OCC(=O)NC(=O)NCc3ccco3)nn12,0.2,0.2,2.4,2.8,-0.5,-10.0,-1.3,0.1,14.5,-1.4,13.5
COc1cc2c(cc1NC(=O)C(C)N1CCN(S(=O)(=O)c3ccc(C)c(C)c3)CC1)oc1ccccc12 (configuration not stated),-20.9,-0.1,0.0,0.3,-10.6,-3.7,-3.4,-3.3,-31.6,0.6,-53.6
COc1ccc2c3c([nH]c2c1)C(C)N(C(C)=O)CC3 (configuration not stated),0.8,0.0,-0.3,-3.7,-5.3,-9.6,-3.3,3.1,1.6,-2.1,-11.5
O=C(NC1=NCCS1)c1cccc(OC(F)F)c1,-102.2,0.0,-0.6,5.0,-59.9,-5.6,-5.7,1.1,-250.5,0.1,-206.6
NC(=O)c1ncn([C@@H]2O[C@H](CNCc3cccn3-c3ccncc3)[C@@H](O)[C@H]2O)n1,24.4,0.0,-0.2,/,-4.6,-1.2,-4.7,1.9,-0.6,5.6,-1.8
COc1ccc(Cl)cc1-c1nc(SCC(=O)N(C)C2CCS(=O)(=O)C2)n[nH]1 (configuration not stated),-18.8,0.0,-1.4,/,2.4,-2.9,-7.1,-1.2,-2.9,4.6,11.9
N#Cc1c(-c2ccc3c(c2)OCO3)cc[nH]c1=O,-22.9,-0.1,-0.1,0.9,18.0,-2.5,/,7.6,16.9,0.9,7.4
COC(=O)C1=C(O)C(C(=O)OC)C(c2ccc(C)cc2)C(C#N)(C#N)C1c1ccc(C)cc1 (configuration not stated),0.7,0.9,-1.1,-1.9,18.3,6.0,-5.2,-3.0,12.2,3.2,33.4
CCCSc1nsc(NC(=O)Nc2ccc(F)cc2F)n1,-27.4,0.1,0.8,5.9,8.7,13.9,-4.6,-13.8,-299.1,-4.4,-154.2
C/C(=C\C(=O)OCCCCCCCCC(=O)O)C[C@@H]1OC[C@H](C[C@@H]2O[C@H]2[C@@H](C)[C@H](C)O)[C@@H](O)[C@H]1O,-1.9,-0.1,-0.2,3.1,5.2,6.3,-4.9,-0.9,7.7,-1.4,10.7
Nc1nonc1-n1nnc(C(=O)N/N=C/c2cccs2)c1CSc1ccccc1,1.6,-0.7,0.2,-0.5,2.0,-6.4,-14.5,13.4,0.8,-0.8,11.3
CCC(=O)N1CCC(C)(C(=O)Nc2cc(OC)c(OC)c(OC)c2)C1 (configuration not stated),-4.5,0.0,-1.8,/,/,-1.2,-14.2,-7.3,0.3,-6.0,-5.9
